Compound activity as filed in PubChem.
KAT2A inh = blocks human GCN5L2 histone acetyltransferase; Q92830; GCN5L2 HAT assay, ThioGlo1 CoA-SH fluorescence; Potency, µM (top dose mostly 58.9 µM), inactives show top-dose activity change, negative = inhibition, usual class: inhibitors; hit rate 0.21% among 390,000; AID 504327
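Compounds, pin-transferred from DMSO stocks, meet 20nM GCN5L2 for 15 min before the reaction begins with H3(1-25) peptide (75uM) and acetyl-CoA (70uM). Thiol-reactive ThioGlo1 reports CoA release over 20 min at room temperature.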
N370S GC mod = inhibits or activates N370S mutant glucocerebrosidase. hit rate 0.092% among 330,000. P04062. Potency, µM (top dose mostly 59.4 µM), inactives show top-dose activity change, negative = inhibition, hits mostly inhibitors. N370S GC spleen homogenate, 4MU-glucoside fluorescence;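 note: 0% = full enzyme activity and -100% = no enzyme basal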
FEN1 inh = inhibitors of human flap endonuclease 1; Potency, µM (top dose mostly 114 µM), for the others: at the top dose activity change, negative = inhibition, hits mostly inhibitors; P39748; hit rate 0.35% among 390,000; Recombinant FEN1 flap cleavage, fluorescence, 15 min; note: nearly all actives have a fitted effect of over 65% in size
Target sequence (P39748 whole entry, looked up): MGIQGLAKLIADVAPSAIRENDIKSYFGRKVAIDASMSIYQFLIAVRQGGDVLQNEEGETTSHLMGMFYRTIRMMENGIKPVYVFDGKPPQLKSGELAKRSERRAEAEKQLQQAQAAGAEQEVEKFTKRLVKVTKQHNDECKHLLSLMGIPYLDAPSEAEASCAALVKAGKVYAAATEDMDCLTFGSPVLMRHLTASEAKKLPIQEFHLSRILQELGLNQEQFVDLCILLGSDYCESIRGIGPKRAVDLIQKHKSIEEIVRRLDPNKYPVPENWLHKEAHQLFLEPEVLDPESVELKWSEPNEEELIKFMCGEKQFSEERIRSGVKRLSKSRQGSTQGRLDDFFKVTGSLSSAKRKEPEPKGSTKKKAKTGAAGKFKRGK
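In this screen, 50 nM flap DNA substrate was added to 10 nM FEN1 pretreated with compound for 15 min at room temperature; cleavage was followed with reads at 0 and 15 min, and Hill fitting gave concentration–response parameters.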
* hit, by the source's call; ? = inconclusive; nt = not tested or not shown; & = joins results of further samples. Calls come from the whole dose curve; as a rule, active = well fitted curve in the direction sought with a large enough effect; inconclusive = small, poorly fitted or top-dose-only effect, or another doubt; inactive = no such curve, though single readings can be large; an effect the other way counts as inactive or inconclusive. Unless noted, % is set by controls: 0 for no effect and ±100 for the full control effect; potency is the fitted concentration of half-maximal effect.

SMILES	KAT2A inh	N370S GC mod	FEN1 inh
C/C(=N\OC(=O)c1ccc(Cl)cc1)c1sc(-c2ccccc2)nc1C	1%	8%	-2%
CCCCn1c(N)c(N(CC(C)C)C(=O)c2ccc(N3C(=O)CCC3=O)cc2)c(=O)[nH]c1=O	1%	-2%	1%
COc1ccc(C(=O)Nc2cc3c(cc2Cl)OCCCO3)cc1	-6%	1%	-5%
Cc1ccc(C(=O)c2c3ccc(C(F)(F)F)cc3nn2CCC(N)=O)cc1	-7%	0%	-15%
COc1ccc2c(c1)C(C)=CC(C)(C)N2C(=O)CN1C(=O)CCC1=O	1%	0%	11%
Cn1c(Cc2ccccc2)nnc1SCCC(=O)Nc1ccccc1	nt	11%	-1%
CCc1cc2c(NCCC(=O)O)ncnc2s1	-15%	-3%	-9%
O=C(COc1ccc(Cl)cc1)NCc1nnc(SCC(=O)NC2CCCCC2)o1	1%	28%	-1%
Cc1cc(Cl)ccc1OCCCC(=O)N1CCCc2ccccc21	-1%	nt	-21%
NC(=O)C1CCN(c2nc(-c3ccccc3F)cs2)CC1	-3%&-4%	nt	-3%

Compounds above that contain a Cl atom (four):
SMILES	KAT2A inh	N370S GC mod	FEN1 inh
C/C(=N\OC(=O)c1ccc(Cl)cc1)c1sc(-c2ccccc2)nc1C	1%	8%	-2%
COc1ccc(C(=O)Nc2cc3c(cc2Cl)OCCCO3)cc1	-6%	1%	-5%
O=C(COc1ccc(Cl)cc1)NCc1nnc(SCC(=O)NC2CCCCC2)o1	1%	28%	-1%
Cc1cc(Cl)ccc1OCCCC(=O)N1CCCc2ccccc21	-1%	nt	-21%

(further entries)
SMILES	KAT2A inh	N370S GC mod	FEN1 inh
Cc1ccc(C)c(N2CCN(C(=O)c3csc(C)c3C)CC2)c1	0%	-10%	-22%
NC(=O)C1CCN(C(=O)COc2cccc3cccnc23)CC1	-8%	-1%	20%
CCOc1cc(S(=O)(=O)n2c(C)nc3ccccc32)ccc1F	-8%	8%	4%
CCOC(=O)c1cc(-c2ccc(C)o2)nn1CCC#N	0%	2%	-12%
Cc1ccc(CNC(=O)CCc2c(C)nc3c4c(C)cc(C)nc4nn3c2C)cc1	-10%	nt	16%
Clc1ccc2nc(CSCc3ccccc3)cn2c1	2%	-15%	-10%
CCOC(=O)Cc1nnc(NC(=O)CSc2nnc3c4ccccc4n(C(C)C)c3n2)s1	-23%	-2%	5%
O=C(Nc1ccc(Br)cc1)c1ccc(Br)c(S(=O)(=O)N2CCCCC2)c1	-4%	nt	4%
CC1NC(=S)N(Cc2ccccc2)C1=O (stereo not drawn)	19%	1%	-8%
Cc1ccc2nc(C(=O)N3CCc4c([nH]c5ccccc45)C3c3ccccn3)cn2c1 (stereo not drawn)	-10%	15%	2%
Cc1cc(N2CCN(Cc3ccc4c(c3)OCO4)CC2)n2ncnc2n1	1%	4%	6%
CCCc1nn2c(=O)cc(COC(=O)c3ccc(NC(=O)COc4ccccc4F)cc3)nc2s1	28%	nt	1%
O=C(NCc1ccccc1Cl)c1cccc2c1C(=O)c1ccc(-c3ccc(OC(F)(F)F)cc3)cc1S2(=O)=O	2%	nt	22%
COc1ccc(/C=C2\SC(=S)N(CCC(=O)NCCCN3CCOCC3)C2=O)cc1	-5%	?	-2%
CCOC(=O)C1CCN(C(=O)/C=C/c2cc(OC)c(OC)c(OC)c2)CC1	-1%	-5%	-2%
N#CC1(NC(=O)COc2cc(F)ccc2[N+](=O)[O-])CCCCC1	0%	nt	0%
O=C(/C=C/c1ccc(O)cc1)c1ccc(NC2=C(N3CCCCC3)C(=O)c3ccccc3C2=O)cc1	-9%	-23%	-5%
CCCCCn1c(CNC(=O)CCC)nc2ccccc21	0%	13%	7%
CC1(C(=O)Nc2ncc(Cc3ccc(Br)cc3)s2)Cc2ccccc2C(=O)O1 (stereo not drawn)	-14%	nt	-5%
Cc1c(Cl)cccc1NC(=O)c1cc(-c2ccco2)on1	-2%	-3%	-3%
COc1cc(/C=N/NC(=O)NC23CC4CC(CC(C4)C2)C3)ccc1O	-3%	?	-9%
CC1CCN(C(=O)CSc2nnc3c(n2)[nH]c2ccccc23)CC1	-5%	1%	1%
O=c1n(Cc2ccccc2Cl)c2sc3c(c2c2ncnn12)CCCC3	0%	3%	-4%
Cc1cc(C(=O)OCC(=O)N(C)C2CCS(=O)(=O)C2)c(C)n1-c1ccccc1 (stereo not drawn)	-2%	7%	-3%
COc1ccc(-c2nnc(SCC(=O)N3CCCc4ccccc43)o2)cc1OC	-7%	1%	17%
Cc1cn(C)c(=O)n(C)c1=O	-4%	-29%	16%
O=C1CC(Nc2ccccc2)C(=O)N1c1ccc(N2CCOCC2)cc1 (stereo not drawn)	1%	-24%	-4%
Cc1ccc(NC(=O)c2cc3ccccc3o2)cc1S(=O)(=O)N(C)C	0%	4%	-10%
Cc1ccc(C(=O)Nc2nc(COc3ccccc3)cs2)s1	nt	2%	-21%
COc1ccc(OCC(=O)N(Cc2cccc(OC)c2)C2CCS(=O)(=O)C2)cc1 (stereo not drawn)	-7%	nt	-3%

Some of these compounds in order of length of the SMILES, low to high:
SMILES	KAT2A inh	N370S GC mod	FEN1 inh
Cc1c(Cl)cccc1NC(=O)c1cc(-c2ccco2)on1	-2%	-3%	-3%
NC(=O)C1CCN(C(=O)COc2cccc3cccnc23)CC1	-8%	-1%	20%
Cc1ccc(C)c(N2CCN(C(=O)c3csc(C)c3C)CC2)c1	0%	-10%	-22%
O=c1n(Cc2ccccc2Cl)c2sc3c(c2c2ncnn12)CCCC3	0%	3%	-4%
Cc1ccc(C(=O)c2c3ccc(C(F)(F)F)cc3nn2CCC(N)=O)cc1	-7%	0%	-15%
CCOC(=O)C1CCN(C(=O)/C=C/c2cc(OC)c(OC)c(OC)c2)CC1	-1%	-5%	-2%
CCCc1nn2c(=O)cc(COC(=O)c3ccc(NC(=O)COc4ccccc4F)cc3)nc2s1	28%	nt	1%

(cont.)
SMILES	KAT2A inh	N370S GC mod	FEN1 inh
COc1ccc(-c2nc(C(F)(F)F)c(OC)o2)cc1OC	2%	-1%	-12%
CC(C)(C)c1ccc(C(=O)Nc2nonc2-c2nc3ccccc3[nH]2)cc1	-3%	-17%	4%
O=C(Nc1ccccc1)C1=C[C@@H](C2CCCCC2)C[C@@H](OCc2ccc(CO)cc2)O1	-12%	?	-1%
Cc1nn(-c2ccc(N3CCCCC3)nn2)c(C)c1CCC(=O)Nc1cccc(F)c1	-7%&-3%	1%	6%&-19%
COc1ccc(/C=C/C(=O)Nc2cccc(C(C)=O)c2)cc1	-2%	-5%	-16%
O=[N+]([O-])c1cc(S(=O)(=O)Nc2ccccc2)ccc1N1CCN(c2ccccc2)CC1	-9%	-4%	-8%
CC1=C(C(=O)NCc2ccccc2C)C2(CCCCC2)OC1=O	-7%	nt	4%
O=C(CNS(=O)(=O)c1cccc2nsnc12)NCCc1ccccc1	-2%	-9%	-9%
CC(C)(C)c1ccc(O)c(/C=N\O)c1	-4%	3%	-20%
CC(C)C(=O)Nc1ccc(C(=O)N2CCCCCC2)cc1	-2%	8%	6%
Cc1ccc(CCNC(=O)c2cc3n(n2)CCCN(Cc2ccc(C)cc2)C3=O)cc1	-5%	nt	-3%
Cc1ccc(NC(=O)CN2C(=O)COc3ccc(S(=O)(=O)N4CCCCCC4)cc32)cc1C	-6%	nt	-22%
COc1ccc(CCC(C)Nc2ccccc2F)cc1 (stereo not drawn)	-5%	?	-8%
CCOc1ccc(OCC(=O)NCCS(=O)(=O)N2CCN(c3ccc(OC)cc3)CC2)cc1	4%	nt	-6%
Cc1ccccc1-c1nnc(NC(=O)c2cc3ccccc3oc2=O)s1	-3%	10%	nt
Cn1c(C(=O)N2CCCC(C(=O)N3CCN(c4ccccc4)CC3)C2)cc2sccc21 (stereo not drawn)	0%	nt	14%
CC1CCCCN1Cc1ccc(N)cc1 (stereo not drawn)	5%	7%	-4%
COC(=O)c1ccc(CNC(=O)COC(=O)CCC(=O)c2ccc(F)cc2)cc1	0%	nt	-7%
CC(C)CN(C(=O)CCC(=O)OCC(=O)c1ccc(F)c(F)c1)c1c(N)n(CC(C)C)c(=O)[nH]c1=O	-18%	-26%	-5%
Cc1ccccc1-c1nc2cc(NC(=O)C3CC3)ccc2o1	-6%	-6%	-4%
CCOC(=O)c1cc(-c2ccc(OC)cc2)n(CCC(=O)Nc2ccccc2OC)c1C	-15%	nt	-9%
CCc1ccc(NC(=O)CCC(=O)Nc2nnc(C(F)(F)F)s2)cc1	-7%	-5%	-6%
CN(O)/C=C/C(=O)c1ccc(Br)cc1	-6%	-8%	7%
NC(=O)NC(=O)CSc1nnc(-c2ccc(Cl)cc2)n1CC1CCCO1 (stereo not drawn)	-4%	-9%	10%
CC(=O)N1CCN(C(=O)c2ccc(Cl)c(S(=O)(=O)N3CCc4ccccc43)c2)CC1	1%	nt	6%
O=C1/C(=C/c2ccccc2Cl)SC(=S)N1CCCC(=O)N(CCO)c1ccccc1	-13%	6%	-1%
O=C(NC1CC2CCCC(C1)N2C(=O)Nc1ccccc1F)C1CC1 (stereo not drawn)	-2%	-16%	15%
COc1ccc(CC(=O)Nc2ccc3c(c2)CCC3)cc1	26%	2%	-2%
COC(=O)c1c(C(=O)OC)c2cccc3cc(-c4ccccc4)c4ccc1c4n32	-11%	nt	-4%
COCCCNC(=O)C1CC(=O)N(CCc2ccc(F)cc2)C1 (stereo not drawn)	-3%	-4%	5%
Cc1ccc(C)c(CN2C(=O)c3ccccc3S(=O)(=O)c3ccc(C(=O)NCCc4ccc(Cl)cc4)cc32)c1	-19%	nt	-1%
O=C(N=C1SC2CS(=O)(=O)CC2N1c1ccc(F)c(Cl)c1)C1CCCO1 (stereo not drawn)	-6%	-7%	-3%
COc1ccc(OC)c(-c2nc3ccccc3nc2-c2ccccc2)c1	-8%	8%	5%
COCCc1nn2c(=O)cc(COC(=O)COc3ccc(F)cc3)nc2s1	-1%	nt	15%
Cc1nc(CCNC(=O)C2CCC(=O)N(Cc3ccc(Cl)cc3)C2)sc1C (stereo not drawn)	1%	-4%	-1%
COc1ccc(C(O)c2nccn2Cc2ccccc2)cc1 (stereo not drawn)	-3%	4%	-4%
COc1ccc2c(c1)c(C(C)=O)c(C)n2C	0%	4%	3%
Cc1csc2nc(CNS(=O)(=O)c3ccc4c(c3)CCCC4)cn12	0%	7%	-1%
O=C1COc2ccc(C(=O)COC(=O)CCSc3ccc(Cl)cc3)cc2N1	-9%	6%	0%
CC1CC(C)CN(C(=O)CCCn2c(=S)[nH]c3ccccc3c2=O)C1 (stereo not drawn)	-2%	3%	13%
O=C(CSc1nnc2ccccn12)Nc1nsc(-c2ccccc2)n1	-5%	0%	5%
CC(C)(C)c1ccc(OCCCNCc2ccccc2)cc1	-3%	-26%	2%
CCOc1ccccc1NC(=O)CN1C(=O)CSC(C)C1=O (stereo not drawn)	-18%	3%	10%
Cc1c(C(=O)O)sc(S(=O)(=O)N2CCN(C(=O)CCc3ccccc3)CC2)c1C(=O)O	-12%	-12%	4%
C=CCOc1ccc(Br)cc1CNCCO	2%	1%	0%
Cc1cc(C)nc(SC2CCCCC2NS(=O)(=O)c2ccc(Cl)cc2)n1 (stereo not drawn)	-2%	5%	-20%
CCNc1nc(NCC)n2c(SC(C(=O)Nc3cc(C)ccc3C)c3ccccc3)nnc2n1 (stereo not drawn)	-6%	-7%	2%
CN(C)c1ccc(P(=O)(OC2CCCCC2)C(O)c2ccccn2)cc1 (stereo not drawn)	?	22%	19%
COc1ccc(-c2nnc(SCC(=O)NC3CCCC3)nc2-c2ccc(OC)c(OC)c2)cc1OC	1%	nt	19%
CCOC(=O)C1(C(F)(F)F)N=C(c2cccnc2)OC(N2CCCCC2)=N1 (stereo not drawn)	1%	9%	-1%

Random excerpt: two compounds from above.
SMILES	KAT2A inh	N370S GC mod	FEN1 inh
C/C(=N\OC(=O)c1ccc(Cl)cc1)c1sc(-c2ccccc2)nc1C	1%	8%	-2%
Cc1cc(C(=O)OCC(=O)N(C)C2CCS(=O)(=O)C2)c(C)n1-c1ccccc1 (stereo not drawn)	-2%	7%	-3%

Remaining list, next part
SMILES	KAT2A inh	N370S GC mod	FEN1 inh
C/C(Nc1cccc(F)c1)=C(/C#N)C(N)=O	-5%	2%	11%
COc1ccc(CCSc2nnc(C3CCCCC3)n2N)cc1	-3%	-10%	-2%
C=CCNC(=O)C(=O)NCCOc1ccccc1Cl	3%	-2%	19%
CC1=C(C(=O)N2CCOCC2)C(c2c(C)cc(C)cc2C)NC(=S)N1 (stereo not drawn)	-3%	1%	-3%
